Assay outcomes: PubChem, National Center for Advancing Translational Sciences (NCATS)
LDHA inh – inhibitors of human lactate dehydrogenase A; actives 0.15% (n = 480,000); activity change, % (values are at about 110 or 230 µM); purified LDHA, NADH/diaphorase-resazurin fluorescence; active compounds read low; P00338; AID 1347041; in the data active = activity change below about -30%; inconclusive = mostly about -25% to -30%;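 also: plate controls were DMSO wells for no effect and wells without enzyme for full effect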
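Human LDH5 (2 nM) was incubated with 0.06 mM NADH and 0.2 mM pyruvate for 5 min at room temperature in Tris pH 7.4. Remaining NADH was coupled through diaphorase/resazurin, and resorufin fluorescence was read at 0 and 20 min.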
12-LOX inh – blocks human arachidonate 12S-lipoxygenase; Potency, µM (doses to about 108 µM), without a hit: at the top dose activity change, negative = inhibition, most hits filed as inhibitors; purified 12hLO, xylenol orange hydroperoxide absorbance; actives 1.1% (n = 580,000); P18054; active = well fitted inhibition curve with a large enough effect; inconclusive = small, poorly fitted or top-dose-only effect, or another doubt; inactive = no such curve, though single readings can be large or run the other way; also: potency is read from the fitted curve at half-maximal effect
Target sequence (P18054 whole entry, looked up): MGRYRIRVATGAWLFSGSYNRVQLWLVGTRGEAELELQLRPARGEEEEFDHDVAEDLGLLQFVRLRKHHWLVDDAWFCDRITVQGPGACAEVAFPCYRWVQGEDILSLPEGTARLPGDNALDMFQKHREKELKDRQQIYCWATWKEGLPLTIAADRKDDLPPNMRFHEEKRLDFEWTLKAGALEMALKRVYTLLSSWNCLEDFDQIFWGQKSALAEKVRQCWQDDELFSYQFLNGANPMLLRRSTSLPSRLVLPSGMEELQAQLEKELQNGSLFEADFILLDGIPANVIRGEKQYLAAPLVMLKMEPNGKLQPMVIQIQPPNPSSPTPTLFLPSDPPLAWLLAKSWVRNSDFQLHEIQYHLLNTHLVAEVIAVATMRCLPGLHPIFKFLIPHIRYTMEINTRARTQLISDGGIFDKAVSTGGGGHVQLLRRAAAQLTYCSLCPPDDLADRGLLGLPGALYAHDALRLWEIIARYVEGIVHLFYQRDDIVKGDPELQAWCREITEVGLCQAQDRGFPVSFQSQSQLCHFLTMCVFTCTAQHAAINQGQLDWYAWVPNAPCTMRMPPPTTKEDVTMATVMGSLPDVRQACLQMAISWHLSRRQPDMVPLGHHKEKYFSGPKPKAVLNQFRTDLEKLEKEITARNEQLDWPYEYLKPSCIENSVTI
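Purified human 12hLO at 150 nM in 25 mM Hepes, 0.01% Triton X-100, pH 7.0, preincubated 15 min at room temperature with compound. Reaction started with 40 uM arachidonic acid, 30 min at room temperature. Hydroperoxide measured by Fe-xylenol orange, 573/405 nm absorbance ratio.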
* marks the source's active call; other numbers are inactive results; u = inconclusive; [ ] = remark or other dose. Unless noted, % is scaled to controls: 0 for no effect and ±100 for the full control effect. An excerpt; the hit share may differ from the screen's.

SMILES	LDHA inh	12-LOX inh
COc1ccc(C(=O)/C=C/c2ccccc2OC(F)F)c(OC)c1	10	u
Fc1ccc(N/N=C/c2ccc(-c3ccccc3)cc2)c(F)c1	1	2.2µM*
Cc1[nH]nc2c1C1(C(=O)Nc3ccc(Cl)cc31)C(C#N)=C(N)O2 (stereo unspecified)	-5	36%[activator]
CC(C)S(=O)(=O)NC(=O)C1(C)CCN1C(=O)Cc1ccccc1Cl (stereo unspecified)	-6	-5%
O=C(Cn1ccc2ccccc21)NCc1ccccc1Cl	5	-1%
O=C(Cc1csc(-c2ccc(F)cc2)n1)Nc1ccnn1Cc1ccc(Cl)cc1	-2	u
c1ccc(CN2CCC(NC3CCCC3)CC2)cc1	5	u
CC(C)(O)C#Cc1cccc(-c2nc(C(=O)NCCCN3CCOCC3)cc3c2[C@H](CCO)N(S(=O)C(C)(C)C)C3)c1 (stereo partly specified)	-2	u
N=C(N)c1cccs1	0	-3%
Cc1oc(-c2nc(C#N)c(N3CCCCCC3)o2)cc1S(=O)(=O)N1CCCCC1	-6	-4%
COC(=O)[C@@]1(Sc2ccc(C)cc2)CC(=O)N[C@@H]1c1ccco1	1	40µM*
Cc1oc(-c2ccccc2)nc1CSCC(=O)Nc1ccc(F)c(F)c1	0	32%[activator]
CC1(C(=O)Nc2ccc3c(c2)OCCO3)CCN1C(=O)C1(c2ccc(Cl)cc2)CCC1 (stereo unspecified)	-3	-18%
Fc1ccc(/C=C2\CCCC3=C2N=C2SC=C(c4ccc(F)cc4)N2C3c2ccc(F)cc2)cc1 (stereo unspecified)	8	u
O=C(N[C@@H]1CSC[C@H]1O)c1ccccc1	7	-15%
CCOC(=O)N1CCN(CC(=O)Nc2oc3ccc(Cl)cc3c(=O)c2-c2ccc(C)cc2)CC1	-19	5%
CC(O)(c1cccnc1)c1nc(-c2ccc3ccccc3c2)cs1 (stereo unspecified)	0	-17%
OC1CCN(c2nc(C(F)(F)F)nc3ccccc23)CC1	8	82%[activator]
CCNC(=S)Nc1cccc(C(F)(F)F)c1	1	-6%
Cc1ccc(NC(=O)CSc2n[nH]c(-c3ccccc3)n2)cc1C	8	u
CN(C)C(=O)c1ccc(NC(=O)CCc2ccco2)cc1	1	u
COC(=O)C1C(=O)CC(C)(O)C(C(=O)OC)C1c1cccc(Br)c1 (stereo unspecified)	-11	2%
CCc1nc2c(OCC(=O)C(C)(C)C)cccn2c1N(C)C(=O)CC(C)C	-2	u
CC(NC(=O)Cn1nc(-c2ccc(F)cc2)oc1=O)c1ccc(Br)cc1 (stereo unspecified)	1	u
COc1ccccc1NC(=O)Nc1nnc(CC(=O)NCc2ccccc2)s1	4	-3%

The list continues:
SMILES	LDHA inh	12-LOX inh
Cn1c(=O)c2c(ncn2CC(O)COc2cccc3ccccc23)n(C)c1=O (stereo unspecified)	44	4%
COc1ccc(-c2nnc3n2N(C(C)=O)C(c2ccc(OC(F)F)cc2)=C(C(C)=O)S3)cc1	2	-29%
CCCCc1c(C)[nH]n(-c2nc(C)c(C(=O)Nc3ccccc3)s2)c1=O	-3	47%[activator]
O=C(Nc1ccc(-c2nc3ccccc3s2)cc1)C1CCN(C(=O)c2ccco2)CC1	3	-5%
COc1cccc(CN2CCC2(C)C(=O)Nc2cccc(Oc3ccccc3)c2)c1OC (stereo unspecified)	-2	1%
Cc1cccc(-c2nc(CCN(C)S(=O)(=O)c3cccc4nsnc34)no2)c1	0	u
O=c1[nH]c(=O)n(-c2ccccc2)c2c1C(C(F)(F)F)(C(F)(F)F)N=C(c1ccncc1)N2	-8	-7%
CNC(=O)NC(=O)CN(Cc1ccc(C#N)cc1)Cc1cccc(F)c1	-2	6%
O=C1c2ccccc2C(c2nnnn2Cc2ccccc2)N1Cc1ccc(F)cc1 (stereo unspecified)	-4	9%
CCN(CC)c1ccc(/C=N/c2sc(C)c(C)c2C#N)cc1	2	u
CCCc1c(C)nc2ccc(C)cc2c1SCC(=O)O	0	u
CC(Sc1nc(-c2ccco2)nc2ccccc12)C(=O)N(C)C (stereo unspecified)	5	-21%
COc1cccc(-c2nc(-c3ccc(F)cc3)cs2)c1	11	-1%
CN(C)C(=O)c1ccc(NCC(=O)N2N=C(c3cc4ccccc4o3)CC2c2ccco2)cc1 (stereo unspecified)	7	u
CC(C)CSc1nc2c(c(=O)[nH]c(=O)n2C)n1CCCc1ccccc1	-1	-6%
CCC(=O)Nc1c(C(=O)N2CCN(c3ccccc3F)CC2)oc2ccccc12	-3	15%
N#Cc1cccnc1N1CCN(C(C(=O)NC2CCCC2)c2ccco2)CC1 (stereo unspecified)	-10	-23%
COc1ccc(OC)c(S(=O)(=O)NC(=O)C2(C)CCN2C(=O)Cc2ccc(Cl)cc2Cl)c1 (stereo unspecified)	-23	-12%
Cc1ccsc1C=Nc1ccc(Cc2ccc(N=Cc3sccc3C)cc2)cc1	6	22%
CNS(=O)(=O)c1ccc(C)c(C(=O)N2CCCC(c3nc4ccccc4[nH]3)C2)c1 (stereo unspecified)	12	38%[activator]
COc1ccc(CNC(=O)[C@H](Cc2ccccc2)NC(=O)CC[C@H]2O[C@@H](n3ccc(=O)[nH]c3=O)[C@H](O)[C@@H]2O)cc1	-3	1%
COc1cccc(C(=O)Nc2cccc(-c3nncn3C)c2)c1	-10	5%
O=C(c1nc(-c2cccc3[nH]ccc23)no1)N1CCCCC1	-1	u
CCCNC(=O)C1(C)CCN(C(=O)Cc2ccc(OC)c(OC)c2)C1 (stereo unspecified)	-8	-3%
CC1(C(=O)NS(C)(=O)=O)CCN1C(=O)Cc1ccc(-c2ccccc2)cc1 (stereo unspecified)	-1	u

(next part)
SMILES	LDHA inh	12-LOX inh
Cc1ccc(NN)c([N+](=O)[O-])c1	4	u
O=C(Nc1cccc(S(=O)(=O)N2CCCC2)c1)[C@@H]1O[C@H](CO)[C@H](O)[C@H](O)[C@H]1O	0	12%
CC1(C(=O)Nc2ccc3[nH]ncc3c2)CCN1C(=O)Cc1ccc(-c2ccccc2)cc1 (stereo unspecified)	-3	u
C=CCn1c(COc2ccc(C(C)(C)C)cc2)n[nH]c1=S	0	u
Cc1cc2c(cc1C)C(c1cc3c(cc1Br)OCO3)CC(=O)N2 (stereo unspecified)	5	-66%
Cc1oc(-c2ccccc2)nc1CC(=O)Nc1ccc(F)cc1F	9	u
O=C(Nc1cccnc1)C1Cc2c(-c3ccccc3Oc3ccccc3)ccnc2O1 (stereo unspecified)	-3	23%
CC(C)[C@H](NC(=O)c1ccccc1F)C(=O)Nc1cccc(S(=O)(=O)N2CCCCC2)c1	-3	u
COc1ccc(C)cc1CNCc1ccco1	-6	u
Cc1ccnc(NC(=O)COc2c(C)[nH]ccc2=O)c1	-6	-43%
Nc1nccnc1C(=O)NCCSC1CCCC1	1	-2%
CC(C)(C)C(=O)N1CCN(CCNc2cc(=O)oc3ccccc23)CC1	-10	3%
CC(C)C1CC2=C(C(=O)OC(C)(C)O2)C(c2ccc(Cl)cc2)O1 (stereo unspecified)	-4	0%
c1ccc(OCCN2CCC(c3nc4ccccc4s3)CC2)cc1	-4	5µM*
Cc1ccc(S(=O)(=O)N2CCC3(CC2)N=C(c2cccs2)C(=O)N3)cc1	8	-3%
Cc1ccc(S(=O)(=O)N2[C@H](CC(=O)OCc3ccccc3)OC[C@@H]2C(C)C)cc1	-1	3%
CCCc1nnc2sc(-c3ccc(OC)cc3)nn12	-1	19%
COc1ccc(CNC(=O)c2ccc(NC(=O)N3CCSc4nc(C)cc(C)c43)cc2)c(OC)c1	-21	-19%
COc1ccc(/C=C(\C#N)c2nc3ccccc3[nH]2)cc1OC	3	u
COc1cc2oc(=O)c(CC(=O)NC3CCS(=O)(=O)C3)c(C)c2cc1Cl (stereo unspecified)	6	4%
O=C(O)c1ccc(/C=N/NC(=O)C2CC2)cc1	18	-9%
Cc1ccc2nc(CSc3nc(C)nc4ccccc34)cn2c1	2	-5%
CCOC(=O)c1ccc2ncc(C(=O)OCC)c(NCCCOC(C)=O)c2c1	8	44%[activator]
CSCCC(=O)NCCc1ccsc1	4	-3%
CCC(CC)NC(=O)Nc1cc(Cl)ccc1C	-8	-30%

Part of the list above, in markdown:
| SMILES | LDHA inh | 12-LOX inh |
| --- | --- | --- |
| Cc1ccc(S(=O)(=O)N2[C@H](CC(=O)OCc3ccccc3)OC[C@@H]2C(C)C)cc1 | -1 | 3% |
| CCCc1nnc2sc(-c3ccc(OC)cc3)nn12 | -1 | 19% |
| COc1ccc(CNC(=O)c2ccc(NC(=O)N3CCSc4nc(C)cc(C)c43)cc2)c(OC)c1 | -21 | -19% |

The list goes on:
SMILES	LDHA inh	12-LOX inh
COc1ccc(C(=O)Oc2ccc(NC(=O)Cc3nn(C)c(=O)c4ccccc34)cc2)cc1	-10	-54%
CCCCCn1c(SCc2ccccc2Cl)nc2c1c(=O)[nH]c(=O)n2C	-2	32%[activator]
Cc1ccc2c(C(=O)O)cc(C)nc2c1	-2	-1%
CN(C)Cc1csc(NC(=O)Nc2ccccc2Cc2ccccc2)n1	-3	-37%
CC(=O)c1cccc(-c2ccnc3c2CC(C(=O)NCc2ccc(F)c(F)c2)O3)c1 (stereo unspecified)	-15	-9%
CC(=O)Nc1cccc(NC(=O)Cc2nn(C)c(=O)c3ccccc23)c1	11	8%
CCc1nc2ccc(C(=O)NCCOc3ccc(OC)cc3)cn2c1N(CCN(C)C)CC1CC1	-5	3%
CC(=O)NC1=NN(C(C)=O)C(c2ccccc2OCc2ccccc2)S1 (stereo unspecified)	5	5%
Cc1cc(Br)ccc1SCC(=O)O	-2	u
CCCn1c(C)cc(C(=O)Cn2nc(C)c(C)c(C#N)c2=O)c1C	4	13%
Cc1ccc(Nc2nc(NCC3CC3)nc3ccsc23)c(C)c1	-1	40µM*
CCc1ccc(/C=C2\CCc3ccccc3C2=O)cc1	-17	-1%
Cc1ccc(S(=O)(=O)N(C)Cc2c(C)nn(-c3ccccc3)c2C)cc1	4	-52%
O=C(Cc1cccs1)N(Cc1ccncc1)C1CC1	-1	-24%
Cc1ccc(C(=O)OCC(=O)c2c[nH]c3ccccc23)s1	-1	10%
CCN(CC)C(=O)Cn1nnnc1-c1ccc(Br)cc1	20	12%
O=C(COC(=O)c1n[nH]c(=O)c2ccccc12)NC(=O)Cc1ccccc1	-15	u
CN(C)CCn1cc(C(=O)c2ccccc2O)cc1-c1nc2ccccc2c(=O)[nH]1	3	u
Cc1cc(C)cc(OCC(=O)OCC(=O)c2ccc3c(c2)OCO3)c1	6	u
O=C(NCCc1ccccn1)c1ccc2c(c1)-c1ccccc1C2	-4	34%
COc1cc(/C=N/O)cc(Br)c1OC(C)C	-7	u
C/C(=N/Nc1ccc(S(N)(=O)=O)cc1[N+](=O)[O-])c1ccc(C#N)cc1	2	63%[activator]
Cc1[nH]c2ccccc2c1C(=O)C(=O)NCC1CCC1	4	u
CCOc1ccc(NS(=O)(=O)c2ccsc2C(=O)OC)cc1	0	5%
O=C(/C=C/c1cccnc1)NCCc1cccc2ccccc12	2	4%

Whole records, quoted from the list. Values in the order: LDHA inh, 12-LOX inh
CC1(C(=O)Nc2ccc3c(c2)OCCO3)CCN1C(=O)C1(c2ccc(Cl)cc2)CCC1 (stereo unspecified) in the list: -3, -18%
COc1cccc(CN2CCC2(C)C(=O)Nc2cccc(Oc3ccccc3)c2)c1OC (stereo unspecified) in the list: -2, 1%

By substructure, those above containing a nitro group on carbon.
SMILES	LDHA inh	12-LOX inh
Cc1ccc(NN)c([N+](=O)[O-])c1	4	u
C/C(=N/Nc1ccc(S(N)(=O)=O)cc1[N+](=O)[O-])c1ccc(C#N)cc1	2	63%[activator]

Grouped by structure: the entries above containing a tert-butyl group.
SMILES	LDHA inh	12-LOX inh
CC(C)(O)C#Cc1cccc(-c2nc(C(=O)NCCCN3CCOCC3)cc3c2[C@H](CCO)N(S(=O)C(C)(C)C)C3)c1 (stereo partly specified)	-2	u
CCc1nc2c(OCC(=O)C(C)(C)C)cccn2c1N(C)C(=O)CC(C)C	-2	u
C=CCn1c(COc2ccc(C(C)(C)C)cc2)n[nH]c1=S	0	u
CC(C)(C)C(=O)N1CCN(CCNc2cc(=O)oc3ccccc23)CC1	-10	3%

Carrying on.
SMILES	LDHA inh	12-LOX inh
NS(=O)(=O)c1cccc(NC(=O)c2ccc3ccccc3n2)c1	-2	-30%
COc1ccc(OCc2nc(C#N)c(NCc3ccco3)o2)cc1	1	-19%
COc1ccc(C(C)(O)c2nc(-c3ccccc3OC)cs2)cc1 (stereo unspecified)	-9	u
O=C(/C=C/[C@H]1O[C@@H](n2ccc(=O)[nH]c2=O)[C@H](O)[C@@H]1O)NCc1cccc2ccccc12	-3	u
N#Cc1nc(COc2ccccc2)oc1NCCc1ccccc1	1	-19%
CCC(CNc1ccc2nnnn2n1)N1CCCC1 (stereo unspecified)	14	u
CCOC(=O)CSc1nc2c(c(=O)[nH]c(=O)n2C)n1C(C)C	10	u
